GRK2 inh = human GRK2 inhibition via aptamer displacement; P25098; bead flow cytometry, FAM-aptamer displacement from GRK2; inhibition of aptamer binding, % at 10 µM; 330,000 tested, 0.59% active;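 active = inhibition of aptamer binding above 40%, roughly 3 SD of noise, on plates passing a quality check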;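 note: median bead fluorescence of bound FAM aptamer so fluorescent compounds give negative values; no value below 0 was filed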
LAP4-GFP MLPCN = modulators of TOR pathway LAP4-GFP in S. cerevisiae; GFP response vs DMSO, % at 10 µM; S. cerevisiae LAP4-GFP multiplex, flow cytometry GFP, 3 h; median GFP as percent of DMSO wells; 320,000 tested, 0.34% active;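 active = GFP response vs DMSO above a set limit, about the screen mean plus 3 SD, cut at about 150% in these data; inconclusive = under 70 cell events counted for the yeast strain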
CIT2 TOR yeast = yeast TOR pathway CIT2-GFP modulation. S. cerevisiae CIT2-GFP strain, flow cytometry, 3 h; 100 means same as DMSO wells. GFP response vs DMSO, % at 10 µM. 320,000 tested, 0.065% active;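 active = GFP response relative to DMSO above a set limit, near the screen mean plus 3 SD, cut at about 150% in these data; inconclusive = Fewer than 70 cells measured for a yeast strain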;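 note: ratio of well median GFP fluorescence to mean of DMSO wells on the plate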
JMJD2C inh = human JMJD2C demethylase inhibition. inhibition, % at 2.35 µM. 330,000 tested, 0.069% active. AID 2099. GST-JMJD2C(1-420) H3K9me3 demethylation, DELFIA europium. Q9H3R0;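 active = more than half of a compound's replicate wells show inhibition beyond 50%, single wells judged on their own value; inconclusive = some, but no more than half, of replicates pass 50% inhibition; inactive = no replicate passes 50% inhibition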;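 note: signal counts dimethyl H3K9 product captured on neutravidin plate; 0% = median of DMSO wells and 100% = 0.3 times that DMSO median; strong numbers were not always called active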
VLA-4 inh = inhibition in a human VLA-4 binding assay; P13612; VLA-4 expressing cells, ligand binding flow cytometry; inhibition, % (about 7 µM as worked out from the volumes in the protocol); 330,000 tested, 0.2% active; AID 2557; in the data active = inhibition above about 50%
Target sequence (P13612 whole entry, looked up): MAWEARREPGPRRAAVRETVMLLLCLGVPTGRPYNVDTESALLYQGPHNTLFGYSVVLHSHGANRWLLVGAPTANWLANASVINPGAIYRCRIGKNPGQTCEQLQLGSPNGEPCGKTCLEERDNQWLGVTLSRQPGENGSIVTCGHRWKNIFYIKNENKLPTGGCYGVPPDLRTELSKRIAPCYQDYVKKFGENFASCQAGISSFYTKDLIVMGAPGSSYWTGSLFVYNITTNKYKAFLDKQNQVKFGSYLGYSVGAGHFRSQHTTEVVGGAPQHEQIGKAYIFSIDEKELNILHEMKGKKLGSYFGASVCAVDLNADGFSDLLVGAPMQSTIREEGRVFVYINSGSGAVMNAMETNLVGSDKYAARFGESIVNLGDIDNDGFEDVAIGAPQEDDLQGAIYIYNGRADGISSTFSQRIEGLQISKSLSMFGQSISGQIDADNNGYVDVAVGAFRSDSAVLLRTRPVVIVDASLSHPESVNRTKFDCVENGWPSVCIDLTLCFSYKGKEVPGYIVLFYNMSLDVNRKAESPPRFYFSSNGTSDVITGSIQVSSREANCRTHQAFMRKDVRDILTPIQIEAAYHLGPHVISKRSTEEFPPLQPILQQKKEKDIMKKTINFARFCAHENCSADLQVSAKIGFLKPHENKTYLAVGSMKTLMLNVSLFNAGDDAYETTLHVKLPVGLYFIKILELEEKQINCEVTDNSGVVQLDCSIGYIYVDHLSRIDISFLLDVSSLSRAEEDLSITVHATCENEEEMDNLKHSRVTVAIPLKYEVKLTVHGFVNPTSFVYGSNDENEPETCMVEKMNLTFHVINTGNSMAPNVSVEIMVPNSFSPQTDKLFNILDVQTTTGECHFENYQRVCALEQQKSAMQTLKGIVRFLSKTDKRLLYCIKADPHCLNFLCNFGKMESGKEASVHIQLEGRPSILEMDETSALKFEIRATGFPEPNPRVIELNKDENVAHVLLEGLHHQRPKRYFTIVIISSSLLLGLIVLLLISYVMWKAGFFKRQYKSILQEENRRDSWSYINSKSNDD
MEP2 TOR yeast = alters MEP2-GFP fluorescence in TOR pathway yeast screen; S. cerevisiae MEP2-GFP strain, flow cytometry GFP, 3 h; 100% = DMSO control level; GFP response vs DMSO, % at 10 µM; 330,000 tested, 0.51% active; AID 2016;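 active = GFP response versus DMSO above a set limit, roughly screen mean plus 3 SD, cut at about 180% in these data; inconclusive = fewer than 70 cells counted for a yeast strain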;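 note: median GFP fluorescence of the barcode-gated MEP2-GFP cells per well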
AGP1 TOR yeast = yeast TOR pathway AGP1-GFP modulation | S. cerevisiae AGP1-GFP multiplex flow cytometry, 3 h; GFP as percent of DMSO wells | GFP response vs DMSO, % at 10 µM | 320,000 tested, 0.02% active;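 active = GFP response relative to DMSO above a set limit, near screen average plus 3 SD, cut at about 150% in these data; inconclusive = fewer than 70 cells counted for the yeast strain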;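 note: median GFP channel fluorescence of the gated AGP1 strain per well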
RPL19A-GFP yeast = alters RPL19A-GFP fluorescence in TOR pathway yeast screen; 330,000 tested, 0.3% active; S. cerevisiae RPL19A-GFP strain, flow cytometry, 3 h; active compounds read low; AID 2025; percent response vs DMSO, % at 10 µM;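 active = percent response vs DMSO below 50%; inconclusive = fewer than 70 events counted for the yeast strain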;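 note: median channel GFP fluorescence of the barcoded RPL19A-GFP strain; ratio of sample median GFP to plate DMSO average so 100% = DMSO; lower means less RPL19A-GFP as with rapamycin TOR inhibition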
An asterisk follows results filed as active; ? = inconclusive; · = no result given; & = joins results of further samples; [ ] = another dose, or the depositor's remark.

cpd	GRK2 inh	LAP4-GFP MLPCN	CIT2 TOR yeast	JMJD2C inh	VLA-4 inh	MEP2 TOR yeast	AGP1 TOR yeast	RPL19A-GFP yeast	compound
1	2	108	93	-17	-6	97	104	94	COc1ccccc1NC(=O)C(C)Sc1nc2ccccc2c(=O)n1CC1CCCO1 (centres undefined)
2	0	102	106	-2	-2	104	105	103	O=C(O)COc1ccc(/C=N/NC(=O)Cc2ccc(Cl)cc2)cc1
3	0	104	97	1	6	102	105	101	CCOCCCNC(=O)COC(=O)/C=C/c1ccc(S(=O)(=O)N2CCc3ccccc32)cc1
4	1	93	105	-4	42	101	96	98	CCOC(=O)Cn1cnc2c(nnn2-c2cccc(OC)c2)c1=O
5	0	99	111	0	4	106	109	106	CC1(C)NC(=O)N(CCCSc2ccc(Cl)cc2)C1=O
6	0	109	99	9	1	95	107	91	CCn1c(=O)cc(N2CCN(C(=O)c3ccco3)CC2)[nH]c1=O
7	0	121	85	0	13	95	81	95	CCCCOc1ccc(C(=O)CCN2CCCCC2)cc1
8	0	100	96	1	-1	97	98	97	CN(C(=O)CN1C(=O)c2cccc(N)c2C1=O)C1CCCCC1
9	2	109	105	4	13	115	111	106	Oc1ccc2ccccc2c1C=NC12CN3CCN(CN(C3)C1)C2
10	1	103	100	0	3	98	103	99	Cc1noc(C)c1/C=N/Nc1ccccn1
11	0	93	97	-3	-6	105	102	98	COC(=O)COc1ccc(S(=O)(=O)NCc2ccco2)cc1
12	0	113	94	-25	-11	106	94	100	CCOc1ccc(CCNC(=O)c2ccc3c(c2)NC(=O)C2CCCN32)cc1OCC (centres undefined)
13	6	82	·	-26	21	97	92	111	COCCC1CCCCN1C(=O)c1cc(COc2ccc(-n3cncn3)cc2)on1 (centres undefined)
14	0	100	90	18	-4	96	96	97	O=C(Nc1ccc(NC(=O)c2ccco2)c(Cl)c1)c1ccc2c(c1)OCCO2
15	1	103	101	?	14	102	96	95	Cc1ccc(C(=O)CSc2nnc(-c3ccco3)o2)o1
16	3	105	102	3	-8	103	95	101	CC(C)c1cc(NCCCN2CCOCC2)n2c(nc3ccccc32)c1C#N
17	0	116	95	-5	4	98	103	97	CCOC(=O)Cc1csc(NC(=O)Cc2ccc(Br)cc2)n1
18	0	102	107	-1	7	103	105	102	O=C(O)c1ccc2c(c1)C(c1ccccc1)OC2=O (centres undefined)
19	1	96	99	3	5	99	109	107	COC(=O)Cc1c(C)c2ccc(OCC(=O)N(C)C)cc2oc1=O
20	1	99	96	-9	13	106	94	100	COc1cccc(N2CCN(C(=S)Nc3ccc(F)cc3)CC2)c1
21	0	100	101	-7	-207	103	106	96	Cc1nn(C)cc1C1C2=C(CC(C)(C)CC2=O)OC2=C1C(=O)CC(C)(C)C2
22	0	100	108	-2	5	106	111	109	Cc1ccc(NS(=O)(=O)c2cc(NC(=O)c3ccc4c(c3)NC(=O)CS4)ccc2Cl)c(C)c1
23	8	112	96	3	3	98	103	99	COc1ccc(NC(=O)CN2c3cccc4cccc(c34)S2(=O)=O)cc1
24	0	100	104	2	18	102	102	101	O=C(NC(c1ccccc1)c1c(O)ccc2ccccc12)c1ccccc1Cl (centres undefined)

In the list so far, 4 contain an aryl methoxy group.
cpd	GRK2 inh	LAP4-GFP MLPCN	CIT2 TOR yeast	JMJD2C inh	VLA-4 inh	MEP2 TOR yeast	AGP1 TOR yeast	RPL19A-GFP yeast	compound
1	2	108	93	-17	-6	97	104	94	COc1ccccc1NC(=O)C(C)Sc1nc2ccccc2c(=O)n1CC1CCCO1 (centres undefined)
4	1	93	105	-4	42	101	96	98	CCOC(=O)Cn1cnc2c(nnn2-c2cccc(OC)c2)c1=O
20	1	99	96	-9	13	106	94	100	COc1cccc(N2CCN(C(=S)Nc3ccc(F)cc3)CC2)c1
23	8	112	96	3	3	98	103	99	COc1ccc(NC(=O)CN2c3cccc4cccc(c34)S2(=O)=O)cc1

Next section
cpd	GRK2 inh	LAP4-GFP MLPCN	CIT2 TOR yeast	JMJD2C inh	VLA-4 inh	MEP2 TOR yeast	AGP1 TOR yeast	RPL19A-GFP yeast	compound
25	1	103	101	30	13	104	99	99	O=C(COC(=O)c1cc(Cl)ccc1Cl)Nc1ccc2[nH]c(=O)[nH]c2c1
26	0	102	99	27	19	104	101	102	CCOC(=O)c1ccccc1NC(=O)c1cccc2c1C(=O)N(C1CCN(C(=O)OCC)CC1)C2
27	1	105	97	15	4	93	104	96	COc1ccc(S(N)(=O)=O)cc1C(=O)N1CCCC1
28	4	105	90	3	5	108	105	101	COc1cccc(N/C(SCc2ccccc2C)=C(/C#N)C(=O)NCc2cccs2)c1
29	2	112	95	-3	18	105	106	100	CCOC(=O)C1=C(C)N(c2ccc(C)cc2)C(=O)/C1=C\c1ccc(O)c(OC)c1
30	0	99	100	-2	7	108	101	99	COc1ccc2c(c1)OC(O)(C(F)F)CC2=O (centres undefined)
31	0	92	107	35	-4	103	98	104	CC12CCC(C(=O)NNc3ccc([N+](=O)[O-])cc3)(CC1=O)C2(C)C (centres undefined)
32	0	96	100	35	1	97	101	89	CC(C)NC(=O)N1CCN(c2ccncc2S(=O)(=O)N2CCCCC2)CC1
33	0	100	94	0	13	98	99	97	O=C1CSCN1c1ccc(Cl)cc1
34	4	102	98	0	9	100	95	94	Cc1cnc(C(=O)Nc2ccc(F)c(F)c2)cn1
35	1	94	86	6	18	97	96	93	COc1ccc(/C=C(\C#N)C(=O)C(C)(C)n2cncn2)cc1
36	0	103	110	15	-7	103	108	105	COC(=O)c1[nH]c2ccccc2c1NC(=O)CN1CC(C)OC(C)C1 (centres undefined)
37	12	90	·	-27	19	100	97	96	CCN(CC)C(=O)CSc1nc(-c2ccco2)cc(C(F)(F)F)c1C#N
38	2	102	105	15	2	114	102	99	CSc1ccc(CNc2ncc(-c3cccc([N+](=O)[O-])c3)n2C)cc1
39	0	99	106	1	9	100	106	100	Cc1ccccc1OCC(=O)Nc1ccc(N2CCN(C)CC2)c(Cl)c1
40	0	109	110	2	-6	111	103	106	CC(=O)N1c2ccccc2Oc2cc3ccccc3cc21
41	0	99	102	1	12	106	104	102	Cc1nn(CCCC(=O)NCc2ccc(Cl)cc2)c(C)c1[N+](=O)[O-]
42	4	104	103	-3	7	105	102	100	COCCN1CC(O)=C(c2nc3ccccc3c(=O)[nH]2)C1=N
43	1&2	116&98	121&102	-1&-6	2&12	102&120	101&100	113&104	CN1C2CC(OC(=O)C(CO)c3ccccc3)CC1C1OC12 (centres undefined)
44	0	110	107	9	8	99	106	98	Clc1ccc(SCCCN2CCCCC2)cc1
45	4	96	96	4	12	103	100	98	COc1ccccc1Oc1ccc(N/C=C2/CCCC2=O)cc1
46	0	97	100	4	5	94	100	95	CC(C)NC(=O)C(Cc1ccccc1)N1C(=O)c2ccccc2C1=O (centres undefined)
47	0	96	101	-23&4	-5	109	101	93	CCCn1c(=O)c2ccccc2n2c(SCc3nnc(-c4ccccc4Br)o3)nnc12
48	0	122	94	7	7	122	103	95	O=C(Nc1ccccc1)Nc1cccc2nsnc12
49	1	99	92	-3	-2	93	96	97	O=c1c([N+](=O)[O-])c(N2CCCC2)c2ccccc2n1-c1ccccc1
50	1	114	106	12	8	100	108	101	C=CCn1c(=O)c2c(nc3n2CC(C)CN3CCc2ccccc2)n(C)c1=O (centres undefined)
51	3	94	108	-7	6	103	111	102	CCCN1CCC(=NNC(=O)c2ccc(Br)o2)CC1
52	0	102	102	-3	0	106	108	105	C=C(C)c1cccc(C(C)(C)NC(=O)NC2CC(C)(C)NC(C)(C)C2)c1
53	4	99	99	-16	1	104	95	103	O=C(NC1CC(=O)c2sccc21)c1cccc(C(F)(F)F)c1 (centres undefined)
54	1	93	91	9	9	102	100	95	O=C(c1cccc(Br)c1)N1CCN(C(=O)N2CCCCC2)CC1
55	1	89	96	10	3	95	96	103	COc1cccc(C2c3[nH]c4ccccc4c3CCN2Cc2cccc(C)n2)c1 (centres undefined)
56	2	106[may fluoresce violet]	·	13	-13	303*[may fluoresce violet]	?	23*[may fluoresce violet]	Cn1cnnc1SCc1ccc(C(=O)n2ncc(C#N)c2N)cc1
57	3	98	92	4	8	100	98	100	COc1ccccc1N/C(=N/S(=O)(=O)c1ccc(C)cc1)c1ccccc1
58	0	116	79	16	5	96	82	96	O=C(Cc1cccs1)N1CCN(c2nc(-c3ccc(Cl)cc3)cs2)CC1
59	1	101	97	27	-1	100	105	100	CCCS(=O)(=O)N1CCCC(C(=O)N2CCN(C(=O)OCC)CC2)C1 (centres undefined)
60	1	98	92	8	24	102	100	94	O=C(O)c1ccc(Cn2cnc3sc4c(c3c2=O)CCCC4)cc1
61	0	106	91	-7	2	120	101	100	COc1ccccc1N1CC(C(=O)OC(C)C(=O)N2CCCc3ccccc32)CC1=O (centres undefined)
62	0	93	99	4	5	102	103	102	CNc1nc(Cl)c(SC)c(N2CCOCC2)n1
63	5	128	66	5	26	93	76	93	CCOC(=O)[C@H]1[C@H]2COc3ccc(C)cc3[C@@H]2N2C(=O)c3ccc(F)cc3NC(=O)[C@@]12C
64	1	99	108	-1	7	104	100	·	CCc1ccc(CCC(=O)Nc2nnc(C)s2)o1
65	0	107	92	-5	5	101	103	99	CCC(=O)N1CC2(c3ccccc3)CN(C(=O)CC)CC(c3ccccc3)(C1)C2=O
66	0	91	99	3	-8	102	93	94	COc1ccc(OC)c(CNC(=O)C2CCN(S(=O)(=O)N3CCC(C)CC3)CC2)c1
67	0	92	95	-6	13	103	98	100	O=C(COC(=O)c1cccnc1SCC(=O)NCc1ccccc1)NCc1ccccc1
68	0	94	·	4	1	96	101	95	CCCCC(=O)Nc1ccc2c(c1)OCCO2
69	1	102	100	0	9	100	107	101	CCC(Sc1nc2ccccc2o1)C(=O)Nc1nnc(C)s1 (centres undefined)
70	0	108	98	0	-3	100	109	97	CCCCCC(=O)NC(=S)Nc1cccc(-c2nc3ncccc3o2)c1
71	1	116	101	-20	0	100	92	98	O=C(c1cc(-c2ccc3c(c2)OCO3)on1)N1CCN(c2ccccc2)CC1
72	1	107	97	-5	7	88	93	92	COc1ccc(CCNS(=O)(=O)c2cc(C(=O)O)c(Cl)cc2Cl)cc1
73	2	100	94	5	8	104	100	99	Cc1cc(C(=O)Nc2c(F)cc(F)cc2Br)no1
74	0	120	91	2	-1	100	95	95	O=C(O)/C=C/c1cccc(OCc2ccccc2)c1
75	0	96	101	6	2	107	102	106	O=C(CCN1C(=O)COc2ccccc21)NCCCN1CCCC1
76	0	98	100	0	6	105	99	93	COc1ccc(NS(=O)(=O)c2cccc(NC(=O)c3cnccn3)c2)cc1Br
77	1	104	·	85	21	96	98	93	CN(CCC#N)C(=O)COC(=O)c1ccccc1C(=O)c1ccc(Cl)c([N+](=O)[O-])c1
78	1	104	91	27	-6	100	95	98	O=C(Cn1nnc(-c2ccccc2)n1)OCc1ccccc1
79	1	102	90	-5	7	104	98	104	COc1ccccc1/C=C/C(=O)Nc1ccc2c(c1)OCCO2
80	0	99	102	-16	-39	103	103	101	O=C1c2ccccc2C(=O)N1Cc1nn2c(-c3ccc(Cl)cc3)nnc2s1
81	0	106	100	·	12	106	112	109	C=CCC[C@@H](Cc1ccc(F)cc1)C(=O)OC[C@@H](C)NC(=O)[C@@H](CC=C)CC(=O)N[C@H](CO)Cc1ccccc1
82	0	72	116	1	6	106	98	108	COc1cc(C(C2C(=O)CC(C)(C)CC2=O)C2C(=O)CC(C)(C)CC2=O)ccc1O
83	0	100	108	4	5	110	111	98	O=S1(=O)CCN(Cc2cccc(Cl)c2)CC1
84	3	98	79	-31	17	95	87	94	Nc1cccc(C2=Nc3cccc4cccc(c34)N2)c1
85	0	97	99	·	-8	105	97	95	Nc1oc2ccccc2c1C(=O)Cc1ccccc1O[C@@H]1O[C@H](CO)[C@@H](O)[C@H](O)[C@H]1O

Assay outcomes from PubChem.
